Screening results (PubChem)
NR2E3 ag-1 = NR2E3 agonists in two-hybrid cells, primary screen, cell-based, luminescence, CHO-S, Gal4-NCOR/VP16-NR2E3; luciferase; inhibition of corepressor binding, % at 3.98 µM; 0.35% of 360,000 active; AID 602229, 2012;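 active = inhibition above the mean of all tested compounds plus 3 SD, cut at about 70% in these data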;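 also: 0% = DMSO with NR2E3 transfected cells and 100% = cells lacking NR2E3 construct; higher means lower luciferase signal from less NR2E3 corepressor binding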
Target sequence (Q9Y5X4 whole entry, looked up, the tested form may be a part): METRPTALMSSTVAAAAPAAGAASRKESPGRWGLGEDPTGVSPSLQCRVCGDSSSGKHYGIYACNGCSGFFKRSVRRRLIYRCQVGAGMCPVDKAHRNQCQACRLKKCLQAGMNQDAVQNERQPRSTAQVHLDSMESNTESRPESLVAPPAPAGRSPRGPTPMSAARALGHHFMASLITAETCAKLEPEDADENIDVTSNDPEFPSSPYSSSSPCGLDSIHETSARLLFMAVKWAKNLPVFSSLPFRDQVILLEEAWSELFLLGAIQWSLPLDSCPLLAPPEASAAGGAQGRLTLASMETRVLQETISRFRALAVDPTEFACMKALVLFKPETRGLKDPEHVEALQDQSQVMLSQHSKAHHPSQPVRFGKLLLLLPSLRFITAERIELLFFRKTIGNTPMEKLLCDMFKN
TRAIL sens C8 = viability loss with TRAIL in NB7+C8 cells, primary screen, TRAIL sensitizer project, cell-based, ATPlite luminescence; inhibition (viability loss, TRAIL sensitization), % at 10 µM; 1% of 360,000 active;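 active = compounds causing at least 50% loss of cell viability in the single-dose screen, relative to plate controls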
KKLEB cytotox = cytotoxicity in KKLEB CF airway cells, primary screen, cytotoxicity control for CF NF-kB inhibitor project, cell-based, uHTS, fluorescence assay plates. KKLEB CF airway cells viability, ATPlite luminescence, overnight; stronger effect = lower value; cells stimulated with P. aeruginosa culture filtrate. activity change (cytotoxicity), % at 5 µM. 0.36% of 360,000 active. AID 602141, 2011;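 active = corrected activity change at or below -50% at 5 µM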
Shn3 3UTR inh = reduction of Shn3 3'UTR firefly luciferase signal, primary screen, Schnurri-3 inhibitor project, cell-based, Clone20 osteoblasts, set 2. inhibition, % at 12.5 µM. 0.52% of 360,000 active. Clone20 osteoblast Shn3 3'UTR firefly luciferase, 24 h. AID 588674, 2011;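 active = mean inhibition of at least 75% with every replicate also reaching 75%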;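 also: 0% = median of neutral control wells and 100% = pilot-screen positive control compound; some compounds past the cut are filed as inactive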
MITF TRPM1 inh = inhibitors of MITF-dependent TRPM1 promoter reporter, primary screen, cell-based, SK-MEL-5, single point, luciferase. 0.83% of 330,000 active. inhibition, % at 12.5 µM. SK-MEL-5 TRPM1 promoter luciferase, 24 h;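 active = mean inhibition across replicates of 60% or more, whatever share of single replicates reaches that level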; also: values of inactives mirror those of a sister screen read the other way
HIF-2a block = HIF-2a reporter inhibitors, primary screen, luminescence, 786-0 RCC cells. inhibition, % at 18.8 µM. AID 624352, 2012. 0.72% of 360,000 active. 786-0 RCC cells HIF-2a reporter, luciferase luminescence, overnight;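 active = inhibition of the luminescence signal of 40% or more relative to plate controls, in a single-dose primary screen at 18.75 µM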
CF NFkB block = inhibitors of PAF-induced NF-kB signaling, primary screen, cell-based, GFP fluorescence, uHTS | KKLEB NF-kB-GFP reporter, GFP fluorescence overnight | 0.86% of 360,000 active | inhibition, % at 5 µM | AID 588850, 2011;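 active = at least 50% inhibition at 5 µM, scaled per plate between neutral and stimulator controls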;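 also: PAF is a Pseudomonas aeruginosa culture filtrate used as stimulus; plate controls were PAF-stimulated DMSO wells for no effect and unstimulated DMSO wells for full effect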
TWEAK Fn14 block = inhibitors of TWEAK-Fn14 signaling, primary screen, luciferase reporter cells, uHTS; TWEAK-stimulated Fn14 reporter cells, luciferase luminescence, 8 h; inhibition, % at 10 µM; 2% of 360,000 active; AID 1159606, 2016; in the data active = inhibition above about 50%
NR2E3 ag-2 = inhibitors of NR2E3-RetCOR corepressor binding, primary screen, NR2E3 agonist project, biochemical, TR-FRET, GST-NR2E3, biotin-RetCOR | Photoreceptor-specific nuclear receptor (Homo sapiens), Q9Y5X4 | 1536-well | inhibition of corepressor binding, % at 4.78 µM | 0.12% of 320,000 active | AID 2300, 2010;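 active = percent inhibition above the cutoff of mean plus 3 SD of all tested compounds, set per screening campaign, cut at about 20% in these data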;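 also: 0% = DMSO wells and 100% = biotin wells as full block of FRET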
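Material: NR2E3–RetCOR corepressor complex / Amount: 1.35 nM GST-NR2E3 / Medium: Tris pH 7.5 / Compound: single nominal compound dose of 4.8 µM / Incubation: 5 h at 4 °C / Technique: TR-FRET, Eu(K)-anti-GST donor, streptavidin-D2 acceptor, ex 340, em 617/671 nm / Read-out basis: percent loss of FRET ratio relative to control wells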
Peg3 promoter = Peg3 promoter-driven luciferase inhibitors, primary screen, cell-based, HeLa, luciferase luminescence; HeLa PEG-Prom luciferase reporter, overnight; inhibition, % at 20 µM; 1.7% of 360,000 active; AID 588405, 2011;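 active = inhibition of at least 50% at 20 µM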
TROY NFkB inh = inhibitors of TROY-driven NF-kB signaling, primary screen, Q293 LMP1-TROYcd cells, NF-kB luciferase, uHTS. inhibition, % at 10 µM. AID 1347056, 2019. 0.98% of 360,000 active. Q293 LMP1-TROYcd NF-kB luciferase reporter, 4 h;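 active = compounds whose plate-normalised and pattern-corrected inhibition of the luciferase reporter signal at the single screening dose is 50% or more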
Active calls of the source: *. Some of the compounds tested. The share of hits here may be higher or lower than overall.

`COc1ccc(N/C(C)=C2/C(=O)C(=O)N(CCO)C2c2ccc([N+](=O)[O-])cc2)cc1` (stereo unspecified) gave NR2E3 ag-1 9, TRAIL sens C8 -7, KKLEB cytotox -10, Shn3 3UTR inh 1, MITF TRPM1 inh 1, HIF-2a block -3, CF NFkB block -2, TWEAK Fn14 block -4, NR2E3 ag-2 0, Peg3 promoter 13 and TROY NFkB inh -13.
For CCOC(=O)c1ccccc1NC(=O)c1cccnc1 the results were NR2E3 ag-1 0, TRAIL sens C8 13, KKLEB cytotox 2, Shn3 3UTR inh -3, MITF TRPM1 inh -3, HIF-2a block 12, CF NFkB block -20, TWEAK Fn14 block -3, NR2E3 ag-2 -1, Peg3 promoter -2 and TROY NFkB inh 4.
Screening O=C(O)c1cccc(COc2ccccc2Cl)c1 returned NR2E3 ag-1 -92, TRAIL sens C8 34, KKLEB cytotox -6, Shn3 3UTR inh 89*, MITF TRPM1 inh 92*, HIF-2a block 77*, CF NFkB block -19, TWEAK Fn14 block 73*, NR2E3 ag-2 8, Peg3 promoter 92* and TROY NFkB inh -10.
`c1ccc(CCc2nn3c(-c4ccncc4)nnc3s2)cc1` gave NR2E3 ag-1 -45, TRAIL sens C8 12, KKLEB cytotox -14, Shn3 3UTR inh 8, MITF TRPM1 inh -19, HIF-2a block -8, CF NFkB block 72*, TWEAK Fn14 block 74*, NR2E3 ag-2 4, Peg3 promoter -35 and TROY NFkB inh 29.
Screening CCOC(=O)c1oc2ccccc2c1NC(=O)c1cccc(OC)c1 returned NR2E3 ag-1 4, TRAIL sens C8 1, KKLEB cytotox 8, Shn3 3UTR inh 3, MITF TRPM1 inh -25, HIF-2a block -48, CF NFkB block -23, TWEAK Fn14 block 17, NR2E3 ag-2 1, Peg3 promoter -11 and TROY NFkB inh -9.
For CN1CCN(c2ccc(CNS(=O)(=O)Cc3ccc(Cl)cc3)cc2)CC1 the results were NR2E3 ag-1 -3, TRAIL sens C8 20, KKLEB cytotox 2, Shn3 3UTR inh -6, MITF TRPM1 inh -20, HIF-2a block -42, CF NFkB block 2, TWEAK Fn14 block -3, NR2E3 ag-2 -2, Peg3 promoter -25 and TROY NFkB inh -18.
NS(=O)(=O)c1ccc(NC(=O)COc2ncnc3c2cnn3-c2ccccc2)cc1 was read as NR2E3 ag-1 -16, TRAIL sens C8 -5, KKLEB cytotox 12, Shn3 3UTR inh -1, MITF TRPM1 inh 3, HIF-2a block -1, CF NFkB block -9, TWEAK Fn14 block 9, NR2E3 ag-2 1, Peg3 promoter 9 and TROY NFkB inh 8.
CCC(CC)c1nnc(NC(=O)c2ccc(N3CCCC3=O)cc2)s1 was read as NR2E3 ag-1 -16, TRAIL sens C8 -2, KKLEB cytotox -12, Shn3 3UTR inh 1, MITF TRPM1 inh -1, HIF-2a block 13, CF NFkB block 3, TWEAK Fn14 block -12, NR2E3 ag-2 -1, Peg3 promoter 2 and TROY NFkB inh -21.
CCOc1ccc(C(=O)Nc2cccc(NC(=O)c3cccs3)c2)cc1[N+](=O)[O-] was read as NR2E3 ag-1 3, TRAIL sens C8 2, KKLEB cytotox 22, Shn3 3UTR inh 14, MITF TRPM1 inh 5, HIF-2a block -5, CF NFkB block 1, TWEAK Fn14 block 6, Peg3 promoter 8 and TROY NFkB inh 27.
`CCN1CCN(C(=O)c2ccc3c(=O)n(Cc4ccccc4OC)c(=S)[nH]c3c2)CC1` gave NR2E3 ag-1 -10, TRAIL sens C8 2, KKLEB cytotox 2, Shn3 3UTR inh 3, MITF TRPM1 inh 0, HIF-2a block -12, CF NFkB block 4, TWEAK Fn14 block 2, NR2E3 ag-2 2, Peg3 promoter 5 and TROY NFkB inh 14.
For Cc1ccccc1Nc1c(-c2cccnc2)nc2ccc(Br)cn12 the results were NR2E3 ag-1 -30, TRAIL sens C8 -2, KKLEB cytotox -12, Shn3 3UTR inh 14, MITF TRPM1 inh 3, HIF-2a block 24, CF NFkB block -30, TWEAK Fn14 block -18, NR2E3 ag-2 2, Peg3 promoter 20 and TROY NFkB inh 16.
For O=C(CCCNC(=O)c1ccc(Cl)cc1)Nc1ccc(S(=O)(=O)Nc2ncccn2)cc1 the results were NR2E3 ag-1 -19, TRAIL sens C8 27, KKLEB cytotox 1, Shn3 3UTR inh -11, MITF TRPM1 inh -3, HIF-2a block 8, CF NFkB block 16, TWEAK Fn14 block -9, NR2E3 ag-2 -2, Peg3 promoter 7 and TROY NFkB inh 7.
For CCOC(=O)c1[nH]c2c(c1C)C(=O)CC(c1ccco1)C2 (stereo unspecified) the results were NR2E3 ag-1 25, TRAIL sens C8 1, KKLEB cytotox -19, Shn3 3UTR inh 11, MITF TRPM1 inh 21, HIF-2a block 10, CF NFkB block 57*, TWEAK Fn14 block 9, NR2E3 ag-2 0, Peg3 promoter -27 and TROY NFkB inh 0.
Screening O=C(CN1CCN(c2ccc(O)cc2)CC1)Nc1cc(S(=O)(=O)N2CCCCC2)ccc1Cl returned NR2E3 ag-1 -6, TRAIL sens C8 8, KKLEB cytotox 3, Shn3 3UTR inh 34, MITF TRPM1 inh 8, HIF-2a block 28, CF NFkB block -1, TWEAK Fn14 block 12, NR2E3 ag-2 1, Peg3 promoter 33 and TROY NFkB inh 15.
CCOc1ccccc1NC(=O)CNS(=O)(=O)c1ccc2nc(C)sc2c1 was read as NR2E3 ag-1 0, TRAIL sens C8 1, KKLEB cytotox -10, Shn3 3UTR inh -2, MITF TRPM1 inh 0, HIF-2a block 14, CF NFkB block 4, TWEAK Fn14 block -11, NR2E3 ag-2 1, Peg3 promoter 8 and TROY NFkB inh -1.
Screening CC(C(=O)OCC(=O)Nc1ccc2c(c1)OCO2)N1C(=O)c2ccccc2C1=O (stereo unspecified) returned NR2E3 ag-1 0, TRAIL sens C8 -8, KKLEB cytotox 17, Shn3 3UTR inh -13, MITF TRPM1 inh -2, HIF-2a block 4, CF NFkB block -25, TWEAK Fn14 block -11, NR2E3 ag-2 -6, Peg3 promoter 17 and TROY NFkB inh -5.
COc1cc(C2NC(=O)NC(C)=C2C(=O)NCc2ccccc2)c(Cl)cc1O (stereo unspecified) was read as NR2E3 ag-1 -29, TRAIL sens C8 -2, KKLEB cytotox 5, Shn3 3UTR inh -19, MITF TRPM1 inh 9, HIF-2a block 13, CF NFkB block 6, TWEAK Fn14 block -2, NR2E3 ag-2 1, Peg3 promoter 6 and TROY NFkB inh -12.
For S=c1[nH]c2ccccc2c2ccccc12 the results were NR2E3 ag-1 -19, TRAIL sens C8 -11, KKLEB cytotox 17, Shn3 3UTR inh -5, MITF TRPM1 inh -6, HIF-2a block -4, CF NFkB block -9, TWEAK Fn14 block -18, NR2E3 ag-2 15, Peg3 promoter -13 and TROY NFkB inh -10.
O=C(Nc1ccc2c(c1)OCO2)c1sc2cc(Cl)ccc2c1Cl was read as NR2E3 ag-1 -6, TRAIL sens C8 5, KKLEB cytotox 8, Shn3 3UTR inh -31, MITF TRPM1 inh -37, HIF-2a block -74, CF NFkB block -29, TWEAK Fn14 block -44, NR2E3 ag-2 -1, Peg3 promoter -58 and TROY NFkB inh -49.
For CCNC(=O)C1(C)CCN(C(=O)c2ccccc2F)C1 (stereo unspecified) the results were NR2E3 ag-1 -12, TRAIL sens C8 -3, KKLEB cytotox 5, Shn3 3UTR inh -4, HIF-2a block 6, CF NFkB block -2, TWEAK Fn14 block -5, Peg3 promoter 4 and TROY NFkB inh -11.
For CCc1cc(C(=O)Nc2ccc(S(=O)(=O)NC3=NCCCCC3)cc2)sc1C the results were NR2E3 ag-1 -15, TRAIL sens C8 22, KKLEB cytotox 2, Shn3 3UTR inh 8, MITF TRPM1 inh 11, HIF-2a block 18, CF NFkB block -1, TWEAK Fn14 block 3, NR2E3 ag-2 -1, Peg3 promoter 31 and TROY NFkB inh -21.
COc1ccc(-n2c(Cc3cccn3C)nnc2SCC(=O)Nc2cc(Cl)ccc2OC)cc1 was read as NR2E3 ag-1 -18, TRAIL sens C8 0, KKLEB cytotox -30, Shn3 3UTR inh 14, MITF TRPM1 inh 0, HIF-2a block 9, CF NFkB block 16, TWEAK Fn14 block 62*, NR2E3 ag-2 2, Peg3 promoter 17 and TROY NFkB inh 3.
Screening O=C1NC[C@H](Cc2ccc(O)cc2)N(CC2CCCCC2)C1=O returned NR2E3 ag-1 -1, TRAIL sens C8 12, KKLEB cytotox 26, Shn3 3UTR inh -10, MITF TRPM1 inh 3, HIF-2a block 15, CF NFkB block -9, TWEAK Fn14 block -2, NR2E3 ag-2 -2, Peg3 promoter -7 and TROY NFkB inh -7.

A section taken from the entries so far, for reference:
`COc1ccc(N/C(C)=C2/C(=O)C(=O)N(CCO)C2c2ccc([N+](=O)[O-])cc2)cc1` (stereo unspecified) gave NR2E3 ag-1 9, TRAIL sens C8 -7, KKLEB cytotox -10, Shn3 3UTR inh 1, MITF TRPM1 inh 1, HIF-2a block -3, CF NFkB block -2, TWEAK Fn14 block -4, NR2E3 ag-2 0, Peg3 promoter 13 and TROY NFkB inh -13.
For CCOC(=O)c1ccccc1NC(=O)c1cccnc1 the results were NR2E3 ag-1 0, TRAIL sens C8 13, KKLEB cytotox 2, Shn3 3UTR inh -3, MITF TRPM1 inh -3, HIF-2a block 12, CF NFkB block -20, TWEAK Fn14 block -3, NR2E3 ag-2 -1, Peg3 promoter -2 and TROY NFkB inh 4.
Screening O=C(O)c1cccc(COc2ccccc2Cl)c1 returned NR2E3 ag-1 -92, TRAIL sens C8 34, KKLEB cytotox -6, Shn3 3UTR inh 89*, MITF TRPM1 inh 92*, HIF-2a block 77*, CF NFkB block -19, TWEAK Fn14 block 73*, NR2E3 ag-2 8, Peg3 promoter 92* and TROY NFkB inh -10.
